Rin1 Abl inh: inhibitors of Rin1-Abl protein binding, primary screen, biochemical, TR-FRET | Tyrosine-protein kinase ABL1 (Homo sapiens) + Ras and Rab interactor 1 (Homo sapiens), … | inhibition, % at 7.35 µM | actives 0.4% (n = 360,000) | AID 588664, 2011; in the data active = inhibition above about 5%, passing the limit was not always enough
Rpn11 block: Rpn11 (PSMD14) deubiquitinase inhibitors, primary screen, biochemical, fluorescence polarization, uHTS | 26S proteasome non-ATPase regulatory subunit 14 (Homo sapiens), O00487 | actives 0.59% (n = 360,000) | human 26S proteasome, Ub4-pepOG fluorescence polarization; 20S core pre-blocked with epoxomicin | calls only at 20 µM;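 active = inhibition at 20 µM, scaled to each plate's controls, above about 33%, limit read from the data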
Target sequence (O00487 whole entry, looked up): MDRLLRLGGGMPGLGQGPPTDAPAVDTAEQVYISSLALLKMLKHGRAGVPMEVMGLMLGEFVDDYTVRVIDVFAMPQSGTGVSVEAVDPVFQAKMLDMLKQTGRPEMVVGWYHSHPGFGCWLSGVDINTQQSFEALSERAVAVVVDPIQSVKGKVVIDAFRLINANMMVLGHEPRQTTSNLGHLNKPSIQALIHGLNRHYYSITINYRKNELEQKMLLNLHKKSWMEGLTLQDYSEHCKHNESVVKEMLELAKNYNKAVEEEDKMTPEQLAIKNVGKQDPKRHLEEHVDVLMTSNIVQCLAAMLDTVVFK
CSN deneddyl inh: inhibitors of CSN-mediated cullin deneddylation, primary screen, biochemical, fluorescence polarization, uHTS | COP9 signalosome complex subunit 5 (Homo sapiens), Q92905 | Purified CSN, SCF-Nedd8-OG deneddylation | inhibition, % at 12.5 µM | actives 0.38% (n = 360,000);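 active = pattern-corrected inhibition above about 35%, with an unprinted fluorescence ratio check between 0.5 and 1.5, limit read from the data, passing the limit was not always enough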;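 note: 0% = enzyme with substrate and 100% = substrate without enzyme; some results filed as inactive read as strong as hits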
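Material: human Csn5 produced in HEK293T cells; Input: enzyme 0.24 nM; Reagent: SCFSkp2-Nedd8OG substrate at 10 nM final; Dosing: 12.5 µM compound; Incubation: 90 min reaction at room temperature; Detection: fluorescence polarization of the substrate; Evaluation: % inhibition of substrate cleavage by Csn5; Control set: substrate-only high control, full reaction low control.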
FAS-TE inh: FAS thioesterase domain inhibitors, primary screen, biochemical, fluorescence intensity, uHTS. inhibition, % at 15 µM. Fatty acid synthase (Homo sapiens), P49327. recombinant FAS-TE, OMFH fluorogenic substrate, fluorescence endpoint. actives 0.67% (n = 360,000);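 active = compounds whose normalised, plate-corrected inhibition of enzyme fluorescence in the single-dose primary screen is 50% or more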;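 note: 0% = DMSO with enzyme and 100% = substrate without enzyme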
bovine MsrA act: bovine MsrA enzyme activators, primary screen, biochemical, absorbance, HTS; purified bovine MsrA, absorbance read-out; activation, % at 10.6 µM; actives 0.3% (n = 360,000); AID 602163, 2012; in the data active = activation above about 7.5%;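 note: 0% = vehicle and 100% = reference activator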
eLon inh: inhibitors of E. coli Lon protease, primary screen, biochemical, fluorescence polarization; P0A9M0; purified E. coli Lon protease; AID 602123, 2011; actives 0.42% (n = 360,000); inhibition, % at 7.94 µM; in the data active = inhibition above about 13%, passing the limit was not always enough;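 note: 0% = enzyme with probe and DMSO and 100% = no enzyme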
MT1-MMP act inh: blockers of MT1-MMP proenzyme processing, primary screen, HT1080 RFP-PRO-GFP cells, GFP/RFP fluorescence | Matrix metalloproteinase-14 (Homo sapiens), P50281 | GFP/RFP ratio fluorescence, overnight; percent of plate control window, DMSO zero | GFP/RFP ratio change, % at 20 µM | actives 0.061% (n = 360,000) | AID 651647, 2012;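 active = GFP/RFP ratio change of at least 30% with cell ATP level not reduced by more than half and red fluorescence within 50% of control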; note: strong numbers were not always called active
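Assay system: RFP-PRO-GFP reporter HT1080 cells; read-out basis: GFP/RFP fluorescence ratio; benchmarks: DMSO wells and RFP-L50D-GFP cells; doses: 20 µM single dose, 1% DMSO; schedule: overnight cell settling, then overnight compound exposure, 37 °C, 5% CO2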
PABP1 MLLE inh: inhibitors of PABP1 MLLE–PAM2 peptide binding, primary screen, biochemical, fluorescence polarization, FITC-PAM2, GST-MLLE. inhibition, % at 20 µM. Polyadenylate-binding protein 1 (Homo sapiens), P11940. actives 0.36% (n = 360,000). AID 588489, 2011; in the data active = inhibition above about 35%, passing the limit was not always enough;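 note: plate controls were DMSO wells with GST-MLLE for no effect and wells lacking GST-MLLE protein for full effect; some results filed as inactive read as strong as hits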
Target sequence (P11940 whole entry, looked up): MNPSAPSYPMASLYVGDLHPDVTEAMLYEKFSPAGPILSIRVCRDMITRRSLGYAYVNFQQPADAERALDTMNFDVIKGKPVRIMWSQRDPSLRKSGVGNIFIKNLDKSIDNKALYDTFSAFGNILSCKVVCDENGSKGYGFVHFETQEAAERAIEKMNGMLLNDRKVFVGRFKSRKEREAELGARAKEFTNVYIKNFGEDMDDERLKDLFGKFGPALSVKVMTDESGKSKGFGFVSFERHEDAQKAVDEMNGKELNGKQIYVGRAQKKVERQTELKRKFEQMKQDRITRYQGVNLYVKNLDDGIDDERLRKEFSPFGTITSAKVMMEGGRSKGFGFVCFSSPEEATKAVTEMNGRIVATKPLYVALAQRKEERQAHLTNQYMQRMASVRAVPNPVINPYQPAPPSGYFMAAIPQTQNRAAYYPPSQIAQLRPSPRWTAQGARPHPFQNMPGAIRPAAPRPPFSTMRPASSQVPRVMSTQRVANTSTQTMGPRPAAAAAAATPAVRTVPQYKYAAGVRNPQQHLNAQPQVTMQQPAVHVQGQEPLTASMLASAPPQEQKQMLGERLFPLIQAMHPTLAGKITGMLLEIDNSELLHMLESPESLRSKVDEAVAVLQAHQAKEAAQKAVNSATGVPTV
MsrA inh: bovine MsrA enzyme inhibitors, primary screen, biochemical, absorbance, HTS; Methionine sulfoxide reductase A (Bos taurus); purified bovine MsrA, absorbance read-out; inhibition, % at 15.5 µM; actives 0.75% (n = 360,000); in the data active = inhibition above about 4.5%;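 note: 0% = vehicle wells with enzyme and 100% = reference inhibitor wells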
Starred values were filed as active, the others as inactive; i = inactive; . = no result given.

SMILES	Rin1 Abl inh	Rpn11 block	CSN deneddyl inh	FAS-TE inh	bovine MsrA act	eLon inh	MT1-MMP act inh	PABP1 MLLE inh	MsrA inh
O=C(c1cc2n(n1)C(C(F)(F)F)CC(c1ccc(F)cc1)N2)N1CCCC1 (stereo not given)	0	i	0	-8	-1	2	6	-3	-1.1
CN=C(Nc1cc(C)nn1CCC#N)c1ccccc1F	0	i	-2	-10	-2	6	5	2	-0.1
O=C(Cn1c(NCCCO)nc2ccccc21)c1ccc(Cl)cc1Cl	2	i	-4	-1	-2	2	-1	5	-1.3
O=C(NCc1cccc(Cl)c1)c1ccncc1	0	i	4	-4	-3	5	2	-10	-0.5
O=C(O)CCC(=O)N1CCN(S(=O)(=O)c2cccs2)CC1	-2	i	1	-4	-4	-5	0	7	-0.4
Cc1nc(-c2ccc(-n3nncc3-c3ccco3)cc2)cs1	1	i	-3	4	-3	-13	1	-18	-0.4
O=[N+]([O-])c1ccc(S(=O)(=O)Nc2ccc(-c3ccc(N4CCOCC4)nn3)cc2)cc1	-2	i	3	16	-3	-7	4	-10	1.4
C/C(N)=C(/C#N)C(=O)CSc1nc2ccccc2[nH]1	4	i	-9	-9	-11	2	4	-36	1.5
Cc1cc(/C=C2\C(=N)N3N=C(CC(=O)N4CCOCC4)SC3=NC2=O)c(C)n1-c1ccccc1	3	i	0	-3	-5	-13	-2	-10	3.3
COc1ccc(C2NC(=O)NC(C)=C2C(=O)OC2CCC(C)CC2)cc1 (stereo not given)	0	i	-2	17	-1	-6	-1	9	1.1
O=C(Cn1cccc1C(=O)c1ccccc1)NCc1cccnc1	0	i	-1	-10	-1	4	2	14	-0.4
CCn1cc(C(=O)NCCCN2CCCC2)c(=O)c2cc(S(=O)(=O)N3CCc4ccccc4C3)ccc21	1	i	9	2	0	-2	-1	-9	2.0
CCOC(=O)C1CCN(S(=O)(=O)c2c(Cl)ccc3nonc23)CC1	4	i	1	3	0	-1	17	-5	0.0
CC(C)[C@H](N)C(=O)NC[C@H]1CC[C@H](C(=O)N[C@@H](Cc2ccccc2)C(=O)O)CC1	0	i	5	1	-2	5	-2	1	0.1
COc1ccccc1NC(=O)CC(NCc1ccccc1)C(=O)O (stereo not given)	3	i	-1	-15	-5	-4	0	-7	-0.1
CCC(C)NC(=S)NNC(=O)c1ccncc1 (stereo not given)	2	i	-2	-7	-11	-11	-5	12	0.3
CC(=O)c1c(C)[nH]c(C(=O)CSc2nnc(-c3ccco3)n2Cc2ccccc2)c1C	3	i	2	4	-13	1	3	-78	0.8
COc1ccc(C(=O)O)cc1S(=O)(=O)Nc1ccc2cn[nH]c2c1	1	i	-2	-6	-3	-2	1	3	-0.1
Cc1cccc(C)c1NC(=O)C1(N2C(=O)CC2c2ccccc2)CCCCC1 (stereo not given)	-2	i	-1	17	-3	8	0	-3	0.0
O=C(NC12CC3CC(CC(C3)C1)C2)N1CCN(c2ncccn2)CC1	0	i	0	-8	-14	-7	.	-13	0.6
O=C(N/N=C/c1ccc(Br)cc1)c1ccc(Br)o1	1	i	12	0	0	-9	8	-3	2.9
CCCOc1ccc(/C(O)=C2\C(=O)C(=O)N(c3ccccn3)C2c2ccccc2F)cc1C (stereo not given)	-16	i	5	0	-2	-4	0	15	0.5
Cc1cc(OCC(=O)NCCc2cccc(F)c2)c2c(C)cc(=O)oc2c1	2	i	-6	9	-8	-4	-4	10	1.4
COc1ccc(NC(=O)C(CCSC)NC(N)=O)cc1NS(=O)(=O)c1ccc(F)cc1 (stereo not given)	-2	i	1	-1	-2	-1	0	-2	2.9
Cc1ccc(S(=O)(=O)NCCSCc2ccco2)cc1	0	i	-1	-1	-7	-2	-3	24	0.2
CC(=O)Nc1ccc(N=Cc2c(O)ccc3ccccc23)cc1	-6	.	42	-4	-4	-187	0	-132	0.5
COc1ccc(/C=C2/C(=N)N3N=C(CC(=O)N4CCCC4)SC3=NC2=O)cc1OC	3	i	0	-6	-4	-5	-7	4	-0.1
CCOC1(C(F)(F)F)NC(=O)N(Cc2ccc(OC)cc2)C1=O (stereo not given)	-3	i	0	-3	-3	0	5	3	-0.5
COc1cccc(N2CC(O)=C(c3nc4ccccc4s3)C2=N)c1	1	i	1	-5	-2	4	10	8	1.5
CN(C)c1ccc(N2C(=O)CC(Nc3ccc(N4CCOCC4)cc3)C2=O)cc1 (stereo not given)	-3	i	-2	-6	-6	-3	4	10	1.2
Cc1cc(NS(=O)(=O)c2ccc(NS(=O)(=O)c3ccc(Br)cc3)cc2)no1	2	i	-1	-4	-3	-6	-4	2	-0.9
CCCCOc1ccc(C(=O)Nn2c(-c3cccs3)nc3ccccc3c2=O)cc1	2	i	-4	-6	-5	-14	5	-4	1.4
COc1ccc(CN2CCNC(=O)C2CC(=O)NCCSc2nccn2C)cc1OC (stereo not given)	0	i	-13	0	6	-9	-3	20	-0.1
Cc1cc(=O)oc2cc(OCc3cc4c(cc3Cl)OCO4)ccc12	4	i	-1	6	-5	2	1	-16	-0.1
CCOC(=O)C1=CN(Cc2cccc(-c3cccnc3)c2)S(=O)(=O)N(C)C1C (stereo not given)	-2	i	1	9	-1	-3	-5	-15	1.1
CCC(CC)C(=O)N(C)c1c(C)nc2c(OCc3ccc(Cl)cc3Cl)cccn12	2	i	3	20	3	-10	10	-2	-0.4
CC(C)C[C@H](NC(=O)c1[nH]cnc1C(=O)Nc1ccc(Cl)cc1)C(=O)OC(C)(C)C	7	i	-2	7	-9	6	-16	-14	2.7
CN(C(=O)COC(=O)CCCc1c[nH]c2ccccc12)c1c(N)n(Cc2ccccc2)c(=O)[nH]c1=O	1	i	-1	-4	-3	-14	-2	-2	-1.0
Cc1ccccc1OCC(=O)Nc1cccc(N(C)S(C)(=O)=O)c1	-2	i	1	-2	-1	4	2	0	-0.9
CC(C)c1cc(C(=O)OCC(=O)NC2CC2)c(O)c(C(C)C)c1	-2	i	0	9	-5	-2	4	9	1.8

A portion taken from the entries so far, as a working copy:
SMILES	Rin1 Abl inh	Rpn11 block	CSN deneddyl inh	FAS-TE inh	bovine MsrA act	eLon inh	MT1-MMP act inh	PABP1 MLLE inh	MsrA inh
O=C(N/N=C/c1ccc(Br)cc1)c1ccc(Br)o1	1	i	12	0	0	-9	8	-3	2.9
CCCOc1ccc(/C(O)=C2\C(=O)C(=O)N(c3ccccn3)C2c2ccccc2F)cc1C (stereo not given)	-16	i	5	0	-2	-4	0	15	0.5
Cc1cc(OCC(=O)NCCc2cccc(F)c2)c2c(C)cc(=O)oc2c1	2	i	-6	9	-8	-4	-4	10	1.4
COc1ccc(NC(=O)C(CCSC)NC(N)=O)cc1NS(=O)(=O)c1ccc(F)cc1 (stereo not given)	-2	i	1	-1	-2	-1	0	-2	2.9
Cc1ccc(S(=O)(=O)NCCSCc2ccco2)cc1	0	i	-1	-1	-7	-2	-3	24	0.2
CC(=O)Nc1ccc(N=Cc2c(O)ccc3ccccc23)cc1	-6	.	42	-4	-4	-187	0	-132	0.5
COc1ccc(/C=C2/C(=N)N3N=C(CC(=O)N4CCCC4)SC3=NC2=O)cc1OC	3	i	0	-6	-4	-5	-7	4	-0.1
CCOC1(C(F)(F)F)NC(=O)N(Cc2ccc(OC)cc2)C1=O (stereo not given)	-3	i	0	-3	-3	0	5	3	-0.5
COc1cccc(N2CC(O)=C(c3nc4ccccc4s3)C2=N)c1	1	i	1	-5	-2	4	10	8	1.5
CN(C)c1ccc(N2C(=O)CC(Nc3ccc(N4CCOCC4)cc3)C2=O)cc1 (stereo not given)	-3	i	-2	-6	-6	-3	4	10	1.2
Cc1cc(NS(=O)(=O)c2ccc(NS(=O)(=O)c3ccc(Br)cc3)cc2)no1	2	i	-1	-4	-3	-6	-4	2	-0.9
CCCCOc1ccc(C(=O)Nn2c(-c3cccs3)nc3ccccc3c2=O)cc1	2	i	-4	-6	-5	-14	5	-4	1.4
COc1ccc(CN2CCNC(=O)C2CC(=O)NCCSc2nccn2C)cc1OC (stereo not given)	0	i	-13	0	6	-9	-3	20	-0.1
Cc1cc(=O)oc2cc(OCc3cc4c(cc3Cl)OCO4)ccc12	4	i	-1	6	-5	2	1	-16	-0.1
CCOC(=O)C1=CN(Cc2cccc(-c3cccnc3)c2)S(=O)(=O)N(C)C1C (stereo not given)	-2	i	1	9	-1	-3	-5	-15	1.1
CCC(CC)C(=O)N(C)c1c(C)nc2c(OCc3ccc(Cl)cc3Cl)cccn12	2	i	3	20	3	-10	10	-2	-0.4

Other results follow.
SMILES	Rin1 Abl inh	Rpn11 block	CSN deneddyl inh	FAS-TE inh	bovine MsrA act	eLon inh	MT1-MMP act inh	PABP1 MLLE inh	MsrA inh
CC(=O)c1ccc(N2C(=O)[C@@H]3C(CCC(N)=O)NC4(C(=O)Nc5c4ccc(Cl)c5C)[C@@H]3C2=O)cc1 (stereo not given in full)	1	i	-2	-8	-4	2	-7	0	0.8
Cc1[nH]nc2c1C(c1ccco1)C(C#N)=C(N)O2 (stereo not given)	5	i	2	-9	-15	5	.	13	1.8
COc1cccc(-c2noc(C(C)n3nc(C)c([N+](=O)[O-])c3C)n2)c1 (stereo not given)	-1	i	6	10	-4	-8	2	1	1.1
CCN1CCN(c2cc(C(C)C)nc3c(-c4ccccc4)c(C)nn23)CC1	-2	i	3	6	-1	2	5	14	-0.2
CCCc1nnc(NC(=O)Nc2ccc(OC)cc2)s1	-1	i	-1	-2	-1	-1	2	-14	-1.6
CCOc1ccc(-c2cccc(NC(=O)COc3ccc(Cl)cc3)c2)nn1	2	i	0	14	-5	6	5	3	.
C/C(=N\N(Cc1ccccc1)c1ccccc1)c1ccncc1	0	i	0	16	-2	-2	-11	-17	1.7
